Source: PubChem BioAssay
TRPC4 inh: inhibitors of mouse TRPC4 channel, primary screen, Fluo4 calcium, HEK293 TRPC4beta/mu-opioid cells | Short transient receptor potential channel 4 (Mus musculus), Q9QUQ5 | AID 2247, 2010 | B-score at 10 µM | DAMGO-evoked Fluo4 calcium flux; hits give low values | 300,000 tested, 0.39% active;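 active = B-score over 3 SD under the library average, no early fluorescence shift, positive overall ratio signal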
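Assay system: HEK293 cells with stable TRPC4beta plus mu-opioid receptor expression. Dosing: single dose. Measured by: Fluo4 Ca2+ flux fluorescence. Also added: DAMGO in two steps, submaximal then maximal. Read-out: B score from integrated Fluo4 fluorescence ratio.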
MrgX1 ag: agonists of human MrgX1 receptor, primary screen, HEK293 cells, Fluo-4 calcium flux; Fluo-4 calcium fluorescence, agonist mode; hits give high values; Mas-related G-protein coupled receptor member X1 (Homo sapiens), Q96LB2; AID 588627, 2011; B-score at 10 µM; 310,000 tested, 0.44% active;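 active = calcium response B-score plate-corrected fluorescence ratio at least 3 library SD, with starting fluorescence B-score inside 5 SD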
Target sequence (Q96LB2 whole entry, looked up): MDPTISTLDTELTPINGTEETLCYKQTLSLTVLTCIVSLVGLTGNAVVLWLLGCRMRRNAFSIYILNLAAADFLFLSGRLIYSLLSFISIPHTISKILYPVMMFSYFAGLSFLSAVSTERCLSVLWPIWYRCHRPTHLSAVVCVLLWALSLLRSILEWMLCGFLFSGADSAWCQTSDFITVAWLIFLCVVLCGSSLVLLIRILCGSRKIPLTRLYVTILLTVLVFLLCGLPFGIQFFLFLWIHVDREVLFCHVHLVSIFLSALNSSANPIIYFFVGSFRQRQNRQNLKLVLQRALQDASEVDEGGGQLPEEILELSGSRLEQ
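Material: HEK293 cells stably expressing human MrgX1 receptor | Quantity: 15,000 cells per well | Times: Cells plated overnight, dye loaded 0.5 h 37 °C, 0.5 h room temperature | Measured by: Kinetic Fluo-4 NW fluorescence of intracellular calcium | Control set: Positive and negative controls per plate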
HIF act: HIF pathway transcriptional activators, primary screen, cell-based, U2OS HRE-luciferase, luminescence. AID 1910, 2009. 300,000 tested, 0.32% active. activation, % at 7.5 µM (by protocol). U2OS HRE-luciferase reporter; normalized: DMSO 0%, desferrioxamine 100%;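 active = mean activation of at least 10% of the iron chelator positive control signal, with at least half of replicates also reaching 10%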
TRPC4 act: activators of mouse TRPC4 channel, primary screen, Fluo4 calcium, HEK293 TRPC4beta/mu-opioid cells | 310,000 tested, 0.49% active | Short transient receptor potential channel 4 (Mus musculus), Q9QUQ5 | Fluo4 calcium fluorescence; hits give high values | B-score at 10 µM | AID 2237, 2010;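 active = B-score above 5 SD of library B-scores, and initial fluorescence ratio not above library mean plus 5 SD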;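 note: positive B-score marks a calcium rise read as TRPC4 activation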
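Assay system – TRPC4beta and mu-opioid receptor HEK293 stable cells · Measured by – Fluo4 fluorescence, kinetic · Schedule – dye loading 45 min room temperature, 110 s kinetic read · Read-out – B-scored integrated calcium fluorescence ratio · Controls – buffer and maximal DAMGO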
AI-2 QS modul: Vibrio harveyi AI-2 quorum sensing modulators, primary screen, JMH597 strain, luminescence/OD600 ratio | Vibrio harveyi JMH597 AI-2 luminescence/OD600 ratio, 9 h; hits give low values; strain lacks LuxN and CqsS sensors; 0 = neutral-control median | AID 2094, 2009 | 300,000 tested, 0.4% active | activity change, % at 7.5 µM; in the data active = activity change below about -75%, passing the limit was not always enough;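 note: luminescence divided by OD600 gain over 9 h not by final OD600 alone; inactives centre near 13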
TRPC6 inh: mouse TRPC6 channel inhibitors, primary screen, cell-based, HEK293, membrane potential dye; B-score at 10 µM; AID 2553, 2010; ACh-evoked depolarization; hits give low values; Short transient receptor potential channel 6 (Mus musculus), Q61143; 310,000 tested, 1.1% active;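 active = B-score under library mean minus 3 SD, initial fluorescence not abnormally high, positive integrated signal ratio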;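 note: B-score derived from integrated fluorescence ratio over the kinetic read; more negative B-score means stronger inhibition of depolarization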
TRPC6 act: mouse TRPC6 channel activators, primary screen, cell-based, HEK293, membrane potential dye | 310,000 tested, 0.13% active | Short transient receptor potential channel 6 (Mus musculus), Q61143 | HEK293-TRPC6 membrane potential dye fluorescence; hits give high values | AID 2550, 2010 | B-score at 10 µM;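 active = B-score of the integrated fluorescence ratio above library mean plus 3 SD, and starting fluorescence ratio within library mean plus 5 SD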;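 note: higher score means more depolarization so channel activation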
MrgX1 antag: antagonists of human MrgX1 receptor, primary screen, HEK293 cells, Fluo-4 calcium flux; B-score at 10 µM; Mas-related G-protein coupled receptor member X1 (Homo sapiens), Q96LB2; 310,000 tested, 1.3% active; BAM8-22 antagonism; hits give low values;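 active = calcium-response B-score plate-corrected more than 3 library SD below zero, starting fluorescence within 5 deviations, no agonist response on first addition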;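 note: peak minus trough fluorescence over baseline after final BAM8-22 challenge near maximal dose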
PolyA inh: polyadenylation inhibitors in yeast reporter cells, primary screen, luminescence, S. cerevisiae; 300,000 tested, 0.02% active; AID 1875, 2009; calls only at 12 µM; S. cerevisiae SKY197-pL101 polyadenylation reporter, beta-gal luminescence; efflux-impaired pdr1/pdr3 knockout yeast; score 100 = 6 SD above DMSO;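 active = lowest replicate activity score at least 50, where 100 means six control SD above control mean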;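 note: yeast exposed to compound for 9 h at 30 °C; higher score means more reporter readthrough which indicates perturbed polyadenylation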
MrgX1 PAM: positive allosteric modulators of MrgX1, primary screen, HEK293 cells, Fluo-4 calcium flux. FDSS; hits give high values. B-score at 10 µM. 310,000 tested, 0.63% active;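 active = plate-corrected calcium response at least 3 library SD above typical, normal starting fluorescence, not activating the receptor alone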;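 note: compound read alongside a low EC10 to EC30 dose of BAM8-22 agonist; peak minus trough fluorescence over baseline measured at the second addition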
TRPC4 potent: positive allosteric modulators of TRPC4, primary screen, cell-based, mouse TRPC4beta, HEK293 mu-opioid, Fluo-4 calcium; Short transient receptor potential channel 4 (Mus musculus), Q9QUQ5; DAMGO EC20, Fluo-4 Ca2+ flux; hits give high values; B-score at 10 µM; 310,000 tested, 0.42% active;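 active = B-score of calcium response area above 5 SD of library B-scores, with initial fluorescence ratio within 5 SD of library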;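 note: B-score of integrated fluorescence ratio over time as area under calcium response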
* = called active by the depositor; i = inactive; / = no result given.

SMILES | TRPC4 inh | MrgX1 ag | HIF act | TRPC4 act | AI-2 QS modul | TRPC6 inh | TRPC6 act | MrgX1 antag | PolyA inh | MrgX1 PAM | TRPC4 potent
Fc1ccccc1CSc1nncn1NC/C=C/c1ccccc1 | i | i | -0.5 | i | 23.6 | i | i | i | i | i | i
Fc1ccc(-n2c(Cn3nnc4ccccc43)n[nH]c2=S)cc1 | i | i | -1.3 | i | 16.5 | i | i | i | i | i | i
CCN(Cc1ccccc1)S(=O)(=O)c1ccc(C(=O)N(CCCN(C)C)c2nc3cc4c(cc3s2)OCO4)cc1 | -6* | i | -1.3 | 45* | 22.3 | i | i | i | i | i | i
Cc1nnc(SCc2cccc(Oc3ccccc3)c2)n1N | i | i | / | i | 15.9 | i | i | i | i | i | i
Cc1ccc(S(=O)(=O)N[C@H](C(=O)OCC(=O)NC(=O)Nc2ccc3c(c2)OCCO3)C(C)C)cc1 | i | i | 1.8 | i | 19.3 | i | i | i | i | i | i
Cc1ccccc1Nc1nc(N)nc(CN2CCN(C(=O)c3ccccc3)CC2)n1 | i | i | 1.1 | i | -50.7 | i | i | i | i | i | i
Cc1ccc(NC(=O)Cn2c(CCC(=O)O)ccc2-c2cccs2)cc1Cl | i | i | -0.8 | i | 15.9 | i | i | i | i | i | i
O=C(NCc1cccnc1)C1CC(c2ccccc2Cl)=NO1 (stereo not drawn) | i | i | 0.1 | i | 9.5 | i | i | i | i | i | i
Cc1ccc(S(=O)(=O)Nc2cccc(C(=O)N3CCCC3)c2)cc1F | i | i | -0.2 | i | 10.9 | i | i | i | i | i | i
Cc1ccnc2nc(C(=O)OCCOc3cccc(Br)c3)nn12 | i | i | 0.1 | i | 12.5 | i | i | i | i | i | i
COCCNC(=O)c1ccc(-n2c(SCc3cc(F)ccc3F)nc3ccccc3c2=O)cc1 | i | i | -2.0 | i | 16.5 | i | i | i | i | i | i
CCc1nn(CC(=O)N2CCN(CC)CC2)c(=O)c2cc3sccc3n12 | i | i | -0.2 | i | 13.6 | i | i | i | i | i | i
CCOC(=O)CSc1nc(N)c(C#N)c(-c2ccc(OCC)cc2)c1C#N | i | i | -2.1 | i | 17.7 | i | i | i | i | i | i
CCCCn1c(N)c(N(CC(C)C)C(=O)CCCc2nc3ccccc3c(=O)[nH]2)c(=O)[nH]c1=O | i | i | 0.4 | i | 4.4 | i | i | i | i | i | i
O=C(COc1ccc(S(=O)(=O)NC2CCCCC2)cc1)NCc1ccccn1 | i | i | 0.0 | i | 31.6 | i | i | i | i | i | i
O=C(OC1CCOC1=O)c1cc(-c2ccccc2)nc2ccccc12 (stereo not drawn) | i | i | -0.4 | i | -1.6 | i | i | i | i | i | i
O=C(CSc1cccc2cccnc12)N/N=C/c1ccc(O)cc1 | i | i | -0.1 | i | 13.6 | i | i | i | i | i | i
CCN(C(=O)Cc1c(C(=O)O)[nH]c2ccccc12)c1ccc(OC)cc1 | i | i | 0.1 | i | 9.6 | i | i | i | i | i | i
O=C(COc1ccc2c(c1)CCC2)N1CCN(c2ccccc2F)CC1 | i | i | -0.2 | i | 13.0 | i | i | i | i | i | i
Cc1ccc(CNC(=O)CSc2n[nH]c(N)n2)cc1 | i | i | -0.3 | i | 9.5 | i | i | i | i | i | i
CCCC(=O)Nc1nc2nc(-c3ccccc3)cc(-c3ccccc3)n2n1 | i | i | -0.2 | i | 15.4 | i | i | i | i | i | i
COc1ccc(C(=O)NCC(=O)OCc2ccc([N+](=O)[O-])cc2)cc1 | i | i | 0.1 | i | 15.5 | i | i | i | i | i | i
Cc1ccc(CN(c2ccc(C(=O)N3CCc4ccccc4C3)cc2)S(C)(=O)=O)cc1 | i | i | -0.5 | i | 17.8 | i | i | i | i | i | i
S=C(c1ccc2c(c1)OCO2)N1CCOCC1 | i | i | -1.3 | i | / | i | i | i | i | i | i
COc1ccc(NC2CCCN(Cc3cccc4cnccc34)C2)cc1OC (stereo not drawn) | i | i | -1.2 | i | 14.1 | i | i | i | i | i | i
COc1ccc(CCNS(=O)(=O)CC23CCC(CC2=O)C3(C)C)cc1OC (stereo not drawn) | i | i | -0.7 | i | 6.8 | i | i | i | i | i | i
O=C(O)COCc1nc2ccccc2s1 | i | i | -0.2 | i | 26.8 | i | i | i | i | i | i
CN(CC(=O)Nc1ccc(C(N)=O)cc1)CC(=O)Nc1ccccc1Br | i | i | -0.1 | i | 13.9 | i | i | i | i | i | i
Oc1ccccc1Oc1c(F)c(F)nc(N2CCCC2)c1F | i | i | -0.3 | i | -93.5* | i | i | i | i | i | i
COC(=O)c1ccc(NC(=O)CCS(=O)(=O)c2ccc(C)cc2)cc1 | i | i | -1.7 | i | 41.4 | i | i | i | i | i | i
CCN1CCN(C(=O)C2=C(C(=O)O)CCCC2)CC1 | i | i | 0.1 | i | 10.0 | i | i | i | i | i | i
COc1ccccc1NCC(=O)N/N=C/c1sccc1C | i | i | 2.1 | i | 6.8 | i | i | i | i | i | i
O=Cc1ccc(Oc2cnccn2)cc1 | i | i | -0.2 | i | 19.9 | i | i | i | i | i | i
c1cncc(CNc2cccc(-c3nc4ccccc4[nH]3)c2)c1 | i | i | 3.7 | i | 8.1 | i | i | i | i | i | i
Cn1cc(/C=C2\SC(=O)N(c3ccccc3)C2=O)c2ccccc21 | i | i | 2.1 | i | 14.8 | i | i | i | i | i | i
COc1cccc(/C=N/NC(=O)C(=O)Nc2ccccc2OC(F)(F)C(F)F)c1O | i | i | 26.0* | i | 15.9 | i | i | i | i | i | i
COc1ccc(N(Cc2cc(=O)[nH]c3ccccc23)C(C)=O)cc1 | i | i | -0.4 | i | 22.6 | i | i | i | i | i | i
O=C(O)C1CCN(C(=O)CSc2nc3ccccc3s2)CC1 | i | i | -0.1 | i | 30.0 | i | i | i | i | i | i
COc1ccc(/C=C2\Oc3cc(OCC(=O)N4CCC(C(=O)O)CC4)ccc3C2=O)c(OC)c1 | i | i | -0.3 | i | 42.0 | i | i | i | i | i | i
CCN(CC)S(=O)(=O)c1cccc(-c2nnc(SCCOc3ccccc3)o2)c1 | i | i | -0.8 | i | 4.9 | i | i | i | i | i | i
COCCCNCCOc1ccc(C)cc1[N+](=O)[O-] | i | i | 0.5 | i | 8.2 | i | i | -4.89* | i | i | i
Cc1ccc(-c2nn(CC(N)=O)c(=O)c3ccccc23)cc1S(=O)(=O)N(C)C | i | i | 0.0 | i | 11.3 | i | i | i | i | i | i
N#CC1=C2C=CC=CN2CC1=O | i | i | 0.2 | i | 14.0 | i | i | i | i | i | i
Cc1cc(=O)oc(C)c1C(=O)N1CCCc2ccccc21 | i | i | -0.1 | i | 8.4 | i | i | i | i | i | i
CC(=O)Nc1cccc(NC(=O)CSc2nnc(Cc3cccn3C)n2-c2ccc(C)cc2)c1 | i | i | 0.6 | i | 18.1 | i | i | i | i | i | i
COc1ccccc1C(=O)NCCn1ccc2ccccc21 | i | i | 0.9 | i | 21.5 | i | i | i | i | i | i
COC(=O)[C@@]1(Cc2ccc(OC)cc2)[C@H]2c3cc(C(=O)N(C)C)n(Cc4c(CO)[nH]cc(C)c4=O)c3C[C@H]2CN1C(=O)c1ccccc1 | i | i | 0.9 | i | -1.6 | i | i | i | i | i | i
O=C(CSc1nc2ccccc2o1)N1CCN(S(=O)(=O)c2ccc3ccccc3c2)CC1 | i | i | 0.0 | i | 19.3 | i | i | i | i | i | i
COC(=O)Cc1c(C)c2ccc(OCc3nn[nH]n3)cc2oc1=O | i | i | 0.1 | i | 19.9 | i | i | i | i | i | i
CCc1cc2c(=O)n(CC(=O)NC3CCCCC3)cnc2s1 | i | i | 0.3 | i | 22.6 | i | i | i | i | i | i
COc1cccc(/C=C2\SC(=S)NC2=O)c1OS(=O)(=O)c1ccc(NC(C)=O)cc1 | i | i | -33.0 | i | 22.7 | i | i | i | i | i | i
C=CCC(C#N)(c1ccc(OC)c(OC)c1)c1cnccn1 (stereo not drawn) | i | i | -0.1 | i | 23.5 | i | i | i | i | i | i
COc1ccc(/C=N/NC(N)=S)cc1OC(=O)c1ccccc1 | i | i | 0.5 | i | -68.9 | i | i | i | i | i | i
CC(=O)c1ccc(N(CC(=O)NC2CCCC2)C(=O)CNC(=O)c2cccs2)cc1 | i | i | 0.3 | i | -10.2 | i | i | i | i | i | i
CCOC(=O)c1nn(-c2ccc(Cl)cc2)c2nc(Nc3ccccc3)cc(=O)n12 | i | i | 0.1 | i | 8.2 | i | i | i | i | i | i
O=C(Cn1ccc2cc(S(=O)(=O)N3CCCC3)ccc21)NCc1ccco1 | i | i | / | i | 44.1 | i | i | -4.55* | i | i | i
Cc1cc(NC(=O)CCc2ccc(-c3ccccc3)o2)no1 | i | i | 0.5 | i | 2.9 | i | i | i | i | i | i
O=C(NC(=S)Nc1ccc2oc(=O)ccc2c1)c1cccc(F)c1 | i | i | 1.5 | i | 3.6 | i | i | i | i | i | i
COCCSc1nc(N)c(NC(=O)c2ccc(OC)cc2)c(=O)[nH]1 | i | i | -0.6 | i | 14.0 | i | i | i | i | i | i
Cc1ccc(CNC(=O)Cn2cnc3cc([N+](=O)[O-])ccc3c2=O)cc1 | i | i | -0.1 | i | 14.9 | i | i | i | i | i | i

These rows are one share of the data. The share of hits here may be higher or lower than overall.
